# PLCb3 inh: blocks human PLC-beta3 enzyme activity; Q01970; Purified PLC-beta3, fluorogenic substrate, fluorescence; inhibition, % at 12.2 µM; actives 0.18% (n = 370,000); in the data active = inhibition above about 11%;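 note: 0% = median of compound wells on plate and 100% = full blocker control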
# PLC-gamma1 inh: PLC-gamma1 (human) inhibition, primary screen; inhibition, % at 12.2 µM; AID 720700; actives 0.84% (n = 370,000); P19174; purified PLC-gamma1, fluorogenic substrate, fluorescence; in the data active = inhibition above about 9.5%
# Rev-erbA mod: Rev-erb alpha (human) modulation. P20393. Rev-erbα–FITC-DNA binding, fluorescence polarization, 90 min. activity, % at 10 µM. actives 0.79% (n = 370,000);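 active = activity above about 14%, limit read from the data; passing the limit was not always enough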;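 note: 0% = DMSO wells with 35 nM protein and 100% = DMSO wells with 750 nM protein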
# Target sequence (P20393 whole entry, looked up): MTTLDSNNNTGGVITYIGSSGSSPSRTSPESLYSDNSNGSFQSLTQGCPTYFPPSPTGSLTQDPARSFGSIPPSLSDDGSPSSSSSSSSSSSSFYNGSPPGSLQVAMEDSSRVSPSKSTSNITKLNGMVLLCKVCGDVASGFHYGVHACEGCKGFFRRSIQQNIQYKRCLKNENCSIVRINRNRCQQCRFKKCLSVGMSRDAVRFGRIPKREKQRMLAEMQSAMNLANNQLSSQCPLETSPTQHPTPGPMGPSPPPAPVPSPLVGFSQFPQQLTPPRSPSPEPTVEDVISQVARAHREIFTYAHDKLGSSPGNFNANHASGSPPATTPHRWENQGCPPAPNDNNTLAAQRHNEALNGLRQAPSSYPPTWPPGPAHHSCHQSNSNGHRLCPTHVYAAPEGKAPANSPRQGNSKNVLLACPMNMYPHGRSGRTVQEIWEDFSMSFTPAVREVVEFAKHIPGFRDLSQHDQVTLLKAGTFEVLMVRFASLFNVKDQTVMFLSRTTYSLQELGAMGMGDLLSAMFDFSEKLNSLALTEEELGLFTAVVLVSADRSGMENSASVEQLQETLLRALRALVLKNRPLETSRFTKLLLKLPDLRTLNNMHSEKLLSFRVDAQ
# SMARCA2 act: SMARCA2 function activation, primary screen; MG213 cells, MMTV-luciferase reporter, dexamethasone, overnight; activation, % at 9.1 µM; actives 1% (n = 370,000); AID 652017; in the data active = activation above about 7.8%;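 note: 0% = vehicle wells and 100% = reference activator wells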
# hgDAF12 agonist: hgDAF-12 agonism, primary luciferase screen; actives 1.8% (n = 370,000); activation, % at 6.8 µM; HEK293 GAL4-hgDAF12 UAS-luciferase reporter, agonist luminescence; normalized to butyrate control;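 active = activation above a cutoff set at the mean of all screened compounds plus 3 SD, cut at about 10% in these data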;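 note: 0% = DMSO wells and 100% = sodium butyrate wells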
# ADAM17 inh: inhibitors of human ADAM17; P78536; recombinant ADAM17, EDANS/DABCYL FRET peptide cleavage; inhibition, % at 6.95 µM; actives 0.83% (n = 370,000);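 active = inhibition above the mean of compounds lying between control limits plus 3 SD, set per campaign, cut at about 8.5% in these data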;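 note: 0% = DMSO-only wells as the low control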
# hcDAF-12 act: activators of H. contortus DAF-12 nuclear receptor. HEK293 hcDAF-12 lit1-tk-luc reporter, luminescence; 0% DMSO, 100% Δ7-dafachronic acid. activation, % at 6.8 µM. actives 1.4% (n = 370,000);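 active = activation above the mean of all tested compounds plus 3 SD, cut at about 5.5% in these data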;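 note: 100% = response to 3 µM Δ7-dafachronic acid high control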
# MBD2 inh: inhibitors of human MBD2 binding to methylated oligonucleotide. Q9UBB5. TR-FRET. inhibition, % at 4.4 µM. actives 0.31% (n = 370,000). AID 686964; in the data active = inhibition above about 13%
# Target sequence (Q9UBB5 whole entry, looked up): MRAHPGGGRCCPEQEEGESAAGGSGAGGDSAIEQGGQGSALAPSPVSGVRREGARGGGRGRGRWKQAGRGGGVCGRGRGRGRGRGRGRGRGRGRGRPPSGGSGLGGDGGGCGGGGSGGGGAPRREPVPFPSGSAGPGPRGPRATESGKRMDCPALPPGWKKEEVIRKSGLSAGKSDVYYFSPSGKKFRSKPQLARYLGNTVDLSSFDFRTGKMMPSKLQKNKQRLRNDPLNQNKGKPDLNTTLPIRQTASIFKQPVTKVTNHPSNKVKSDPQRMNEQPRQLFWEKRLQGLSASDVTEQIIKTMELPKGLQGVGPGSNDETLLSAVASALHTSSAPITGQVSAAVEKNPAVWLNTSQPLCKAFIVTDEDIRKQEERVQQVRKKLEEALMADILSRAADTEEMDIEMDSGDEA
# DAX1 inh-1: NR0B1 (DAX1) inhibition | HEK293 Gal4-DAX1 luciferase reporter, luminescence | inhibition, % at 6.75 µM | actives 0.99% (n = 340,000) | AID 504766;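 active = inhibition above the mean over all tested compounds plus 3 SD, cut at about 4.2% in these data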;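 note: 0% = DAX1-transfected cells with DMSO and 100% = empty-vector control cells with DMSO; inhibition shows as a rise in luminescence from relieved DAX1 repression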
# ssDAF12 agonist: S. stercoralis DAF-12 activation, primary screen | activation, % at 6.8 µM | actives 1% (n = 370,000) | HEK293 ssDAF-12/GRIP1 lit1-tk-luc reporter, luminescence; % of 3 µM dafachronic acid response | AID 652126;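 active = activation above the mean over all tested compounds plus 3 SD, cut at about 0.9% in these data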;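 note: 0% = DMSO-only wells and 100% = 3 µM delta7-dafachronic acid wells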
# DAX1 inh-2: blocks DAX1 repression of SF-1 activated StAR promoter | HEK293T StAR-luciferase reporter, SF-1/DAX-1 repression relief | actives 1.1% (n = 370,000) | inhibition, % at 6.8 µM | AID 652010;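 active = inhibition above the mean over all tested compounds plus 3 SD, cut at about 3.6% in these data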;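 note: 0% = DAX-1 cells with DMSO and 100% = cells lacking DAX-1 with DMSO; higher inhibition means more luminescence from relief of DAX-1 repression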
# An asterisk follows results filed as active; . = not tested or not shown.
nr	SMILES	PLCb3 inh	PLC-gamma1 inh	Rev-erbA mod	SMARCA2 act	hgDAF12 agonist	ADAM17 inh	hcDAF-12 act	MBD2 inh	DAX1 inh-1	ssDAF12 agonist	DAX1 inh-2
1	Cc1cc(C)cc(NC(=O)c2ccc(Cn3nc(C)c(Cl)c3C)o2)c1	1.1	-2.2	6.3	1.1	-0.9	9.8*	-1.7	-2.7	-0.8	-1.7	-0.7
2	Cc1cn([C@H]2C[C@H](O)[C@@H](CNC(=O)[C@@H]3C[C@H](F)CN3)O2)c(=O)[nH]c1=O	-2.2	3.5	2.6	-1.5	-0.1	-1.4	-0.8	6.1	0.8	-0.8	-0.7
3	CSc1nsc(/C=C/Nc2ccc(F)cc2)c1C#N	-37.9	-36.0	5.1	-1.4	-2.2	-4.3	2.9	1.3	1.2	-0.8	0.6
4	COc1cc(CNC[C@H]2O[C@@H](n3cnc(C(N)=O)n3)[C@H](O)[C@@H]2O)ccc1OCc1cccc(Cl)c1	5.9	1.9	-3.2	-3.3	0.7	0.9	0.3	0.0	-0.5	-0.7	1.5
5	Cc1ccc(NC(=O)CN2CCC(NC(=O)c3ccccc3F)CC2)cc1C	-6.6	2.6	-2.1	-0.5	-0.4	-0.1	-2.2	-3.0	-0.6	-0.8	-1.0
6	Cc1cc(C)c(NC(=S)NC(=O)c2c(Cl)c(C)nn2C)c([N+](=O)[O-])c1	2.9	2.2	0.3	-2.6	-1.6	2.1	-1.2	-6.7	1.6	-0.7	0.0
7	COc1cc(OC)cc(C(=O)NCC(=O)OC(C)C(=O)NC(C)C2CC3CCC2C3)c1 (stereo unspecified)	4.2	0.0	0.2	0.3	-1.2	1.3	-0.9	0.5	-0.8	-0.7	-0.1
8	COc1ccc(CC(=O)Nc2sc3c(c2C#N)CC(C)(C)NC3(C)C)cc1OC	-8.7	1.3	4.2	-0.9	0.0	-6.8	3.2	2.6	0.2	-1.0	-1.1
9	CCCCn1c(CCCNC(=O)CC)nc2ccccc21	-1.9	-1.5	-3.2	-1.5	-2.9	2.7	-0.2	0.3	0.4	-0.8	-0.6
10	O=C(COC(=O)c1ccco1)NCc1ccc(Cl)cc1Cl	-8.8	-1.4	-3.5	-2.4	-1.1	-4.1	-2.5	-7.9	0.7	-0.8	-0.8
11	COC(=O)c1ccc(CN2CCCC(CNC(=O)Cc3ccc(OC)cc3)C2)cc1 (stereo unspecified)	-5.0	-1.2	0.3	-4.2	-0.8	-0.1	-2.2	2.8	0.9	-0.9	0.3
12	CC(=O)CCc1c(C)nc2ccc(C)cc2c1Cl	4.6	1.3	3.1	-0.5	4.2	-0.3	-1.8	0.5	-1.3	-1.2	-0.4
13	Cc1ccccc1NC(=O)C1CCC(=O)N1 (stereo unspecified)	-5.0	6.8	-2.0	-2.9	-0.6	-0.6	-0.2	-0.7	0.6	-1.1	0.4
14	COc1ccc(C2CC(C(F)(F)F)n3ncc(C(=O)NCC4CCCO4)c3N2)cc1OC (stereo unspecified)	1.2	-1.7	-4.7	1.3	-1.2	-1.4	-2.2	-3.3	2.3	-1.0	0.5
15	Cc1nn(Cc2ccccc2)c(C)c1/C=N/NC(=O)c1ccccc1O	-24.5	-11.6	0.9	5.3	3.6	-1.8	0.4	-1.2	-0.1	-1.6	0.2
16	Cc1onc(-c2ccccc2)c1C(=O)c1c[nH]c(C(=O)NCCCN2CCOCC2)c1	-5.3	-1.3	1.2	-2.4	-1.9	-2.2	-0.2	-0.2	-1.8	-1.9	0.4
17	Cc1ccc(NC(=O)Cc2ncon2)cc1Cl	-5.1	1.3	-1.9	-3.6	0.3	-4.2	0.6	-3.5	-0.1	-1.2	0.8
18	Cc1ccc(S(=O)(=O)CCSc2nccn2C)cc1	-4.2	0.9	-3.5	1.3	-0.9	-0.8	-0.8	0.0	-1.2	-1.4	-0.2
19	Cc1ccc([C@@H]2CC=C(C(=O)O)[C@H](c3cccc(F)c3)N2S(=O)(=O)c2ccccc2C)cc1	1.3	1.3	-5.6	-3.9	-0.7	3.3	0.8	0.3	0.7	-0.4	0.5
20	Cc1ccsc1/C=N/NC(=O)c1nnn(-c2nonc2N)c1-c1ccccc1	-23.2	-12.5	-0.5	-3.0	1.1	-0.8	-3.7	0.5	0.5	-1.2	-0.2
21	O=C(NC1CC1)C(=O)c1c[nH]c2ccccc12	-6.5	1.2	-2.6	-1.0	1.4	-4.5	0.1	-3.6	0.6	-0.8	-1.5
22	O=C(CCCCCN1C(=O)C2C3C=CC(C3)C2C1=O)Nc1cc(F)cc(F)c1 (stereo unspecified)	-83.6	3.1	6.4	-4.8	-5.2	0.1	-4.0	0.1	.	-2.0	-3.3
23	O=C(Nc1ncc(S(=O)(=O)c2ccc([N+](=O)[O-])cc2)s1)c1cccnc1	-3.2	2.2	-4.5	0.1	-2.4	1.2	-1.1	1.7	-1.6	-0.5	-0.9
24	CCOC(=O)C1CCCN(CC(=O)Nc2c(F)c(F)c(F)c(F)c2F)C1 (stereo unspecified)	8.8	5.3	0.6	4.0	-0.9	-5.5	0.2	1.1	-0.4	-1.0	-0.1
25	Cn1c(=O)c2c(nc(NCc3ccc4c(c3)OCO4)n2Cc2ccccc2)n(C)c1=O	-0.3	0.7	-1.3	-0.2	-3.6	-1.8	-3.0	1.2	-1.7	-1.9	-1.8
26	Cc1cccc(COc2ccccc2C(=O)OCC(=O)N(C)c2c(N)n(Cc3ccccc3)c(=O)[nH]c2=O)c1	-7.2	-3.2	-1.4	-1.0	0.2	-0.1	-2.1	2.1	0.0	-1.0	-1.4
27	COc1cc(OC)cc(OC(=O)c2ccc3c(=O)n4c(nc3c2)CCC4)c1	-4.1	-2.3	2.5	0.2	0.6	-6.7	-0.2	0.5	1.7	0.2	0.9
28	O=C(N/C(=C\c1ccc(Br)cc1)C(=O)N1CCOCC1)c1ccc([N+](=O)[O-])cc1	-8.6	1.7	-2.4	0.2	-1.6	-1.4	-2.3	-3.2	0.9	-1.1	-0.5
29	CC(=O)Nc1ccc(S(=O)(=O)N2CCCC2C(=O)Nc2ccc3c(c2)OCCO3)cc1 (stereo unspecified)	0.5	2.0	1.7	4.7	2.5	-2.0	-1.3	5.2	0.5	-1.1	-0.5
30	N#C/C(=C\c1ccc(Oc2ccc(C(F)(F)F)cc2[N+](=O)[O-])cc1)c1nc2ccccc2[nH]1	-27.1	-24.9	-0.3	3.0	-0.8	-6.1	1.6	7.2	0.2	-1.2	0.2
31	C/C=C(\C)CN1CCN(c2cc(C)ccc2C)CC1	3.7	2.7	-0.3	6.0	3.8	-0.2	1.8	-7.4	0.3	-0.8	0.8
32	NC(=O)C1CCN(C(=O)c2cnn(-c3ccccc3)c2NC(=O)c2cccc(F)c2)CC1	-5.8	3.4	-0.2	-1.1	-1.3	1.2	2.0	3.1	0.8	-0.3	-0.1
33	CCOc1ccccc1N1CCN(CC(=O)Nc2nccs2)CC1	-0.7	-1.4	-1.5	-1.8	0.5	-3.2	-0.5	-4.8	-0.5	-1.4	0.8
34	CCOC(=O)N1CCN(C(=O)/C(=C/c2ccc(OC)cc2)NC(=O)c2ccccc2)CC1	7.8	6.5	-0.4	-3.0	1.2	7.3	-2.2	-5.3	-0.7	-1.0	-0.1
35	C/C(=N\NC(=O)c1ccccc1[N+](=O)[O-])c1ccc(Br)s1	2.3	1.3	0.6	-4.2	1.0	-1.3	-1.3	1.7	-0.4	-1.2	0.1
36	Nn1c(SC/C=C/c2ccccc2)nnc1-c1ccccn1	0.9	0.6	0.5	-1.0	-2.8	-1.0	-0.6	-7.1	-0.8	-1.4	-0.6
37	O=C(Cc1ccccc1Cl)NC1(O)C(=O)c2ccccc2C1=O	-3.5	6.1	14.2	0.3	-2.1	-1.7	-0.6	-8.3	.	-0.4	0.2
38	COc1cccc(C=O)c1OC(=O)N1CCOCC1	-9.5	1.7	3.1	1.5	-0.6	0.1	0.3	-0.6	0.9	-0.7	-0.1
39	CCCn1c(/N=C/c2ccc3c(c2)OCO3)nc2ccccc21	1.6	-1.4	-4.0	-0.2	-0.2	-1.2	-1.2	1.3	0.5	-1.6	0.0
40	O=c1c2ccccc2nc(CSc2nnnn2-c2ccccc2)n1-c1ccccc1	4.6	2.6	-13.9	-2.9	-3.2	2.4	0.1	2.0	1.2	-1.1	-0.1
41	CCOC(=O)CNC(=O)c1sc(NC(=O)c2cccc(F)c2)nc1C	-6.0	-5.0	-2.4	0.6	4.9	-5.0	1.8	-0.6	-1.8	-0.1	0.1
42	CCOc1ccc(C(=O)NCC(=O)NCC(c2cccs2)N2CCOCC2)cc1 (stereo unspecified)	-0.6	1.7	8.0	-1.4	1.5	-0.5	0.9	-2.9	0.9	-1.3	-1.4
43	O=C1OC(Nc2ccc(Br)cc2F)c2ccccc21 (stereo unspecified)	2.3	0.3	-1.8	-2.2	-0.4	-0.9	0.0	-7.7	0.4	-1.2	0.0
44	CN(C)c1ccc(-c2cc(NC=O)c3ncc(-c4ccc(F)c(Cl)c4)n3c2)cc1	-399.0	-266.1	9.3	-3.9	1.2	-4.0	-1.2	-7.5	.	-1.3	-0.6
45	COc1ccc(Cn2c(=O)c3c(nc(NCCO)n3C)n(C)c2=O)cc1	4.3	3.1	0.9	-2.6	-0.9	1.5	-0.1	-1.4	-2.3	-1.0	-0.4
46	NS(=O)(=O)c1ccc(Cl)c(C(=O)Nc2ccccc2[N+](=O)[O-])c1	0.8	-2.0	-2.4	-2.1	5.7	-5.1	-1.1	-1.9	0.1	-1.1	-0.3
47	COc1ccc(S(=O)(=O)N2CCOCC2)cc1C(=O)Nc1ccc2c(c1)OCO2	-11.9	-0.6	-0.1	0.6	-1.2	-4.5	-3.0	-3.9	-0.3	-0.8	-1.7
48	O=C1CN(c2nc3nonc3nc2N2CCCCC2)CCN1	-4.4	2.2	-2.5	0.3	-1.0	0.7	0.8	-2.4	1.9	-0.9	0.6
49	S=c1[nH]nc(COc2ccc3ccccc3c2)o1	-4.1	-3.2	-4.3	1.4	1.6	-1.8	1.9	-4.1	-1.0	-1.0	0.4
50	Cc1cc(C(=O)N/N=C/c2c[nH]c3ccccc23)c(C)o1	-5.1	-4.6	-1.1	1.1	7.6	0.7	2.8	1.5	0.5	0.8	0.7
51	COc1cccc(C(=O)Nc2sc(C(C)C)cc2C(N)=O)c1OC	-369.6	-246.9	-0.9	-1.2	-3.1	-10.0	-3.2	-5.2	-0.4	-1.2	-0.8
52	CC(C)Cn1c(N)c(C(=O)CSc2ncccn2)c(=O)n(C)c1=O	-6.0	2.3	2.6	-2.0	3.3	-1.4	1.8	6.3	-0.5	-1.3	1.3
53	CCSc1nnc(-c2ccncc2)n1Cc1ccccc1	1.7	1.3	-4.7	-0.1	-0.4	-4.1	-1.8	-3.4	-0.9	-1.2	-0.6

# Copied from above, compounds 51–52
nr	SMILES	PLCb3 inh	PLC-gamma1 inh	Rev-erbA mod	SMARCA2 act	hgDAF12 agonist	ADAM17 inh	hcDAF-12 act	MBD2 inh	DAX1 inh-1	ssDAF12 agonist	DAX1 inh-2
51	COc1cccc(C(=O)Nc2sc(C(C)C)cc2C(N)=O)c1OC	-369.6	-246.9	-0.9	-1.2	-3.1	-10.0	-3.2	-5.2	-0.4	-1.2	-0.8
52	CC(C)Cn1c(N)c(C(=O)CSc2ncccn2)c(=O)n(C)c1=O	-6.0	2.3	2.6	-2.0	3.3	-1.4	1.8	6.3	-0.5	-1.3	1.3
